# esBAF inh: SWI/SNF esBAF complex inhibition. 2% of 350,000 active. mouse ES cells, Bmi1-luciferase knock-in reporter, 24 h; 100% = twice the neutral-well signal. reporter increase, % at 12.5 µM; in the data active means activation above about 40%;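 further: 0% = median of the plate's neutral control wells and 100% = double that signal; a rise in the Bmi1 reporter signal indicates esBAF inhibition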
# SIRT5 block: inhibitors of human sirtuin-5 desuccinylase | Q9NXA8 | 1.1% of 330,000 active | Purified SirT5, succinyl-peptide AMC, trypsin-coupled fluorescence | inhibition, % at 15 µM | AID 652115; in the data active means inhibition above about 15%
# Target sequence (Q9NXA8 whole entry, looked up): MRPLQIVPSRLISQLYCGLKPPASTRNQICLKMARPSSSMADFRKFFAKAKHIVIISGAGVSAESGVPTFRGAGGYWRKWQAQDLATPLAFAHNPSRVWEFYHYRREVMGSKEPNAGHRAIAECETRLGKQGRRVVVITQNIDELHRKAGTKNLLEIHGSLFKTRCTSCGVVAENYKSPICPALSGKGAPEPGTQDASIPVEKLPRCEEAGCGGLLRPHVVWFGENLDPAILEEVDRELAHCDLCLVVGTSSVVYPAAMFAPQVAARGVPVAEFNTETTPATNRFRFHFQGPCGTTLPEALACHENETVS
# CASP6 VEID inh: inhibitors of human caspase-6; P55212; purified caspase-6, Z-VEID-R110 cleavage fluorescence; inhibition, % at 12.5 µM; 0.53% of 350,000 active;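 active means mean inhibition across replicates at least about 35%, with every replicate also reaching that limit, limit read from the data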;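 further: 0% = median of neutral control wells and 100% = no fluorescence left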
# Target sequence (P55212 24-179 limits assumed): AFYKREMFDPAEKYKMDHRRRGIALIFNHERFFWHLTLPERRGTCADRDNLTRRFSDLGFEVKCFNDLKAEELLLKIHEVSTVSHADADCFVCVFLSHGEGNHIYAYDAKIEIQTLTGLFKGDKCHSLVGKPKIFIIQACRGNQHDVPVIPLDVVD
# Target sequence (P55212 194-293 limits assumed): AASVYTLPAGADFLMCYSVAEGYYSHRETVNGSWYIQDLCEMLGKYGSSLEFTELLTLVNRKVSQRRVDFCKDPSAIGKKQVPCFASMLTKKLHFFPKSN
# FN deposition inh: fibronectin deposition inhibition; AH1F fibroblasts, Alexa488-fibronectin deposition fluorescence, overnight; inhibition, % at 12.6 µM; 0.086% of 350,000 active; AID 743247;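 active means mean inhibition across replicates of 30% or more, regardless of how many single replicates reach that level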;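 further: positive control wells lacked labelled fibronectin entirely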
#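 Assay system: AH1F fibroblasts assembling fluorescent fibronectin matrix; Amount: 10000 AH1F cells per well; Buffer or medium: DMEM, 2% serum; Probe or stimulus: Alexa488-fibronectin, 24 nM final in well; Doses: single compound dose, delivered by pin transfer; Incubation: 1 h adhesion, overnight exposure; Measured by: fluorescence 485/525 nm; Read-out: fibronectin deposition inhibition.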
# C2C12 statin: protects C2C12 myotubes from simvastatin toxicity; 0.78% of 330,000 active; rescue of ATP level, % at 7.49 µM; ATP luminescence, 48 h; scaled: DMSO 0, geranylgeraniol control 100;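 active means mean ATP rescue above about 67%, or every replicate alone reaching that limit, limit read from the data, passing the limit was not always enough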;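 further: myotubes were challenged with 10 µM simvastatin during compound exposure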
# LGR2 inh: blocks bursicon-induced cAMP signaling via Drosophila LGR2; inhibition, % at 9.99 µM; HEK293 LGR2, CRE-luciferase, bursicon-stimulated, 4 h; 0.35% of 380,000 active; AID 720647;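 active means drop in luminescence signal, shown as inhibition above about 50% in the replicate tests, limit read from the data, passing the limit was not always enough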;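 further: agonist challenge used bursicon conditioned medium at about half maximal strength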
# S100A4 MyoIIA: inhibitors of human S100A4 binding to myosin IIA peptide | P26447 | S100A4/TAMRA-MyoIIA peptide fluorescence polarization | inhibition, % at 10.7 µM | 0.14% of 360,000 active;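 active means mean inhibition of at least 70% across replicates, with every replicate also reaching that level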
# Target sequence (P26447 whole entry, looked up): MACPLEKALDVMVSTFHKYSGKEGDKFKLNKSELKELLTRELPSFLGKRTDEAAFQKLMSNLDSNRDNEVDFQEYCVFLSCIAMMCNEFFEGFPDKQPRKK
#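 Test system – S100A4 monomer (human) · Compound – single-point compound testing · Schedule – 5 min incubation before reading · Probe or stimulus – TAMRA-labelled myosin IIA heavy-chain peptide probe, 5 nM · Benchmarks – neutral control DMSO, positive control TFP · Medium – Calcium-containing HEPES buffer, pH 7.2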
# * marks the source's active call; other numbers are inactive results; nt = no result given; & = joins results of further samples. A portion of the library; count on the stated rates, not on these rows.
# Order of results: esBAF inh	SIRT5 block	CASP6 VEID inh	FN deposition inh	C2C12 statin	LGR2 inh	S100A4 MyoIIA
- CCN=c1scc(-c2ccc3c(c2)NC(=O)CO3)n1N=C1CCCC1
  -2&-6	3	5	2	-4&19	-13&23	-11
- O=C(CN(C(=O)c1csnn1)c1ccccc1F)NCc1ccccc1
  -3	3	1	6	-34	11	-3
- CCN(CC(=O)Nc1ccc(NC(C)=O)cc1)C(=O)C1(c2ccc(Cl)cc2)CCC1
  14	-1	nt	0	12	9	1
- CCS(=O)(=O)Nc1ccc2c(c1)C(=O)N(C)[C@H]1CC[C@H](CC(=O)N[C@@H]3CCN(Cc4ccccc4)C3)O[C@@H]1CO2
  1	-2	-5	4	-14	10	-4
- O=C(CCS(=O)(=O)c1ccc(Br)cc1)NCCC1=CCCCC1
  -7	1	66*	-3	17	-7	1
- COc1ccc(CN(C)CC(=O)Nc2ccc(N3CCOCC3)cc2)cc1OC
  1	-1	-1	15	4	-7	-5
- COC(=O)N/N=C/c1cc(C)n(-c2ccc(F)cc2)c1C
  9	-3	0	-4	7	-13	0
- CCOc1ccc(NC(=O)c2cccc3c2C(=O)N(CC2CCCO2)C3)cc1 (stereo not given)
  28	1	0	0	4	-12	1
- C[C@H](CO)N1C[C@H](C)[C@@H](CN(C)C(=O)Nc2ccc(F)cc2)Oc2c(NS(=O)(=O)c3ccc(Cl)cc3)cccc2C1=O
  9	0	-1	nt	19	5	-7
- CC12CCC(C(=O)N3CCOCC3)([C@H](Br)C1=O)C2(C)C (stereo not given in full)
  nt	-2	6	2	nt	5	-2
- Cc1nc(N2CCN(c3ccccn3)CC2)c2c(C)c(C(=O)Nc3ccc(F)cc3F)sc2n1
  6	-5	-1	5	-4	-1	-2
- C[C@@H]1CN([C@H](C)CO)S(=O)(=O)c2ccc(-c3cccc(C#N)c3)cc2O[C@@H]1CN(C)Cc1ccccn1
  -1	-4	2	12	-50	-7	-24
- C[C@H]1CN([C@@H](C)CO)C(=O)c2cc(NC(=O)C3CC3)ccc2O[C@@H]1CN(C)Cc1ccccc1
  -4	0	1	nt	0	-21	6
- CO[C@H]1CN(C)C(=O)c2ccc(NS(=O)(=O)c3ccccc3F)cc2OC[C@H](C)NC[C@H]1C
  3	-4	nt	-8	-2	-7	3
- CN(C)CCN(Cc1ccccc1)C(=O)C1CCN(c2ncnc3c2nc2n3CCCCC2)CC1
  0	-16	1	5	-5	-8	-2

# Compound profiles (already shown). Screens in order: esBAF inh	SIRT5 block	CASP6 VEID inh	FN deposition inh	C2C12 statin	LGR2 inh	S100A4 MyoIIA
# COc1ccc(CN(C)CC(=O)Nc2ccc(N3CCOCC3)cc2)cc1OC across the screens: 1	-1	-1	15	4	-7	-5
# CCN(CC(=O)Nc1ccc(NC(C)=O)cc1)C(=O)C1(c2ccc(Cl)cc2)CCC1 across the screens: 14	-1	nt	0	12	9	1
# CO[C@H]1CN(C)C(=O)c2ccc(NS(=O)(=O)c3ccccc3F)cc2OC[C@H](C)NC[C@H]1C across the screens: 3	-4	nt	-8	-2	-7	3
# CC12CCC(C(=O)N3CCOCC3)([C@H](Br)C1=O)C2(C)C (stereo not given in full) across the screens: nt	-2	6	2	nt	5	-2

# Following part
# Order of results: esBAF inh	SIRT5 block	CASP6 VEID inh	FN deposition inh	C2C12 statin	LGR2 inh	S100A4 MyoIIA
- CCCOc1ccc(N2CC(C(=O)Nc3ccc(N4CCOCC4)cc3)CC2=O)cc1 (stereo not given)
  -10	-7	0	-8	-1	nt	7
- COc1ccccc1NC(=O)Nc1ccc2c(c1)C(=O)N(C)C[C@@H](OC)[C@H](C)CN(Cc1ccccc1Cl)[C@H](C)CO2
  -4	-1	0	-8	8	15	-14
- Cc1ccc(NC(=O)N2CC(C)OC(C)C2)cc1[N+](=O)[O-] (stereo not given)
  nt	nt	-1	-3	nt	6	0
- O=C(COc1ccc2ccccc2c1)Nc1ccc(Cc2ccncc2)cc1
  0	-4	-1	nt	1	-17	-2
- CCOc1ccc(N(CC)S(=O)(=O)c2ccc3c(c2)oc(=O)n3C)cc1
  6	nt	nt	-1	5	nt	nt
- O=C(NC(NC(=O)c1c(F)cccc1F)c1ccc([N+](=O)[O-])cc1)c1c(F)cccc1F
  -11	-2	-4	-7	-4	11	3
- Clc1ncnc2scc(-c3ccccc3)c12
  8	nt	nt	-6	9	nt	nt
- C[C@H](CO)N1C[C@H](C)[C@H](CN(C)C)Oc2c(NC(=O)CCCCCC(=O)Nc3ccccc3N)cccc2C1=O
  nt	nt	0	nt	nt	5	11
- CN=C1SC(CC(=O)Nc2cc(Cl)ccc2Cl)C(=O)N1C (stereo not given)
  -13	nt	nt	-6	-17	nt	nt
- Cc1ccc2c(c1)C(=O)C(=O)N2CC1COc2ccccc2O1 (stereo not given)
  2	0	-1	-2	8	-33	-4
- O=C(CSc1nnnn1-c1ccccc1)NCCCN1CCCC1=O
  2	-2	3	6	2	-8	-2
- COC(=O)c1sc(NC(=O)COC(=O)C2CCC2)c(C(=O)OC)c1C
  -9	-9	1	3	-17	7	1
- COc1cccc(/C=N/NC(=O)c2nnn(-c3nonc3N)c2CN(C)C2CCCCC2)c1
  -1	0	-2	2	23	11	-7
- C[C@H]1C=C(C(=O)NC2CC2)O[C@@H](OCc2ccc(CO)cc2)C1
  36	-2	-1	6	-2	-3	-2
- O=C(COc1cccnc1[N+](=O)[O-])Nc1ccc(S(=O)(=O)N2CCOCC2)cc1
  nt	-2	1	1	nt	-7	0
- C/C(=N\NC(N)=S)c1ccccc1
  nt	0	1	3	nt	2	2
- Cc1cccc(C(=O)Nc2c(C#N)c(C)c(C)n2Cc2ccccc2)c1
  -4	nt	nt	nt	10	18	nt
- CCS(=O)(=O)N1Cc2ccccc2CC1C(=O)Nc1cccc(C)c1 (stereo not given)
  nt	-4	2	1	nt	-80	-7
- O=C(OCc1ccc(Cl)cc1)c1ccccc1C(=O)c1ccccc1
  20	nt	nt	-8	7	nt	nt
- Cc1ccc(N2CC(C(=O)Nc3ccccc3C(=O)N3CCOCC3)CC2=O)cc1 (stereo not given)
  -3	0	-3	-2	-1	1	1
- Cc1ccccc1NC(=O)COC(=O)Cc1ccsc1
  nt	-1	0	2	nt	-3	0
- CCCc1nnc(NC(=O)c2nc(S(=O)(=O)Cc3cccc(C)c3)ncc2Cl)s1
  7	2	6	24	-107	-10	-8
- CCOC(=O)C1CCN(C(=O)CCc2nnc3ccc(NCCCN4CCCC4=O)nn23)CC1
  -7	1	-3	10	-13	-9	-11
- CCCc1nc2c(sc3nc4c(cc32)COC(C)(C)C4)c(=O)n1Cc1ccco1
  5	0	12	nt	9	3	1
- COc1ccc(CN(C)C[C@H]2Oc3ccc(NC(=O)CCC(F)(F)F)cc3C(=O)N([C@H](C)CO)C[C@@H]2C)cc1
  2	-5	-3	nt	2	4	-63
- Cc1noc(C)c1S(=O)(=O)Nc1ccc2c(c1)C(=O)N([C@H](C)CO)C[C@@H](C)[C@@H](CN(C)C(=O)NC1CCCCC1)OCCCC[C@@H](C)O2
  11	7	-2	nt	7	-6	6
- CCN(CC)CCNC(=O)c1cc2c(=O)n(CC)c3ccccc3c2s1
  0	-23	-5	2	13	-3	-4
- C[C@@H]1CCCCO[C@@H](CN(C)C(=O)CCCN(C)C)[C@@H](C)CN([C@H](C)CO)C(=O)c2cc(NC(=O)C3CCCCC3)ccc2O1
  -4	-2	2	nt	nt	-24	3
- CC(C)NC(=O)Nc1ccc2c(c1)C(=O)N([C@@H](C)CO)C[C@@H](C)[C@H](CN(C)S(=O)(=O)c1cn(C)cn1)O2
  0	-1	2	-3	nt	-7	-3
- COc1ccc(OC)c(/C=C2\SC(=S)N(N3CCOCC3)C2=O)c1
  3	-41	-1	5	-2	-3	1
- CCNC(=O)C[C@@H]1CC[C@@H]2[C@H](COc3ccc(NC(C)=O)cc3C(=O)N2C)O1
  -2	0	-2	-3	9	-3	-4
- CCOc1ccc(N(CC(=O)NCCSCc2ccccc2)S(=O)(=O)c2ccccc2)cc1
  17	-1	9	1	-14	-8	-5
- Cc1ccc(S(=O)(=O)N(C)C)cc1NC(=O)Nc1c(-c2ccccc2)noc1C
  nt	-2	2	7	nt	-3	-1
- CN(C)NC(=O)c1ccsc1NC(=O)c1ccc(S(=O)(=O)N2CCCC2)cc1
  1	0	2	0	19	-9	-1
- CN1c2ccc(-c3cccc(F)c3)cc2[C@H]2[C@H](CCN2C(=O)c2ccccc2F)[C@H]1CO
  -10	6	-2	-2	19	31	89*
- COc1ccc(C2CC(c3ccc4ccccc4c3OC(C)=O)=NN2C(=O)/C=C/c2ccccc2)cc1 (stereo not given)
  -14	-3	0	-10	-3	-8	-3
- C[C@@H]1CN([C@H](C)CO)C(=O)c2cc(NS(=O)(=O)c3ccccc3)ccc2O[C@@H]1CN(C)C(=O)Nc1cccc2ccccc12
  2	0	0	nt	17	15	-3
- COc1cccc(CNC(=O)C[C@@H]2CC[C@H]3[C@@H](COc4ccc(NS(=O)(=O)c5ccccc5F)cc4C(=O)N3C)O2)c1
  3	nt	nt	-5	-9	-9	nt
- COc1ccc(S(=O)(=O)N(C)C[C@H]2Oc3ccc(NC(=O)Cc4ccccc4)cc3C(=O)N([C@@H](C)CO)C[C@H]2C)cc1
  -4	-1	1	-13	-9	-9	-12
- C#Cc1ccc([C@@H]2C=C(C(=O)Nc3ccccc3)O[C@H](OCC)[C@H]2CCCO)cc1
  3	6	-1	0	17	4	0
- O=C(CCC(=O)N1CCOc2ccccc21)N1CCOCC1
  0	-1	-2	-3	3	-3	-1
- CC(C)NC(=O)Nc1ccc2c(c1)C(=O)N([C@@H](C)CO)C[C@H](C)[C@@H](CN(C)Cc1ccc(Cl)c(Cl)c1)OCCCC[C@H](C)O2
  -5	12	1	nt	nt	nt	5
- COc1ccc(NC(=O)c2ccccc2NC(=O)c2cccs2)cc1
  4	-3	-1	1	-30	-12	1
- Cc1oc(-c2ccc(F)cc2)nc1CN(Cc1ccccn1)CC1CCCO1 (stereo not given)
  -1	3	1	11	-10	-1	1
- Cc1cc(NCCCCO)n2c(nc3ccccc32)c1C#N
  -5	-3	1	nt	-22	-6	-3
- C[C@H]1CN([C@@H](C)CO)S(=O)(=O)c2ccc(C3=CCCCC3)cc2O[C@H]1CN(C)Cc1cncnc1
  -4	1	0	nt	8	-1	11
- C[C@@H]1CN([C@@H](C)CO)C(=O)c2cc(NS(=O)(=O)c3ccc(F)cc3)ccc2O[C@@H](C)CCCCO[C@@H]1CN(C)Cc1ccc2c(c1)OCO2
  4	3	-1	6	nt	3	-10
- O=C(COC(=O)c1cccnc1Cl)NC12CC3CC(CC(C3)C1)C2
  -6	0	2	-10	1	-8	-1
- CN(/N=C/c1ccccc1Cl)c1ncc(Cl)cc1C(F)(F)F
  5	-3	-3	-7	-3	12	-1
- O=C(Cc1ccc(Cl)cc1)Nc1ccccc1C(=O)N1CCCCC1
  nt	-1	1	nt	nt	11	-9
- CO[C@@H]1CN(C)C(=O)c2cc(NC(=O)c3nc4ccccc4s3)ccc2OC[C@H](C)N(Cc2cccnc2)C[C@H]1C
  nt	nt	0	19	nt	13	12
- O=C(Nc1ccc(Br)cc1)C1OCCc2ccccc21 (stereo not given)
  nt	-5	0	8	nt	-33	1
- Cc1c(C(=O)O)cccc1-n1c(C)cc(/C=C(/C#N)C(=O)NCc2ccccc2)c1C
  nt	0	12	5	nt	12	-12
- COc1cc(C=C2CN(C)C(=O)C2=O)ccc1O
  -6	nt	5	-22	13	4	-14
- COC(=O)CSc1nc(N)c(C#N)c(CC(C)C)c1C#N
  nt	11	-4	8	nt	nt	-3
- CC(=O)N1CCc2cc(S(=O)(=O)NCCC(=O)NCCc3ccc(Cl)cc3)ccc21
  -16	-10	1	7	-11	7	0
- Cc1ccccc1CSCCC(=O)NCCc1ccccc1
  4	-2	-1	nt	4	4	-3
